AmpC inh det – AmpC beta-lactamase inhibition, detergent assay | P00811 | purified AmpC, nitrocefin hydrolysis with detergent | Potency, µM (highest dose often 28.7 µM), for inactives: at the top dose activity change, negative = inhibition | 71,000 tested, 0.09% active | AID 584; active means well fitted curve in the direction sought with a large enough effect
Target sequence (P00811 whole entry, looked up): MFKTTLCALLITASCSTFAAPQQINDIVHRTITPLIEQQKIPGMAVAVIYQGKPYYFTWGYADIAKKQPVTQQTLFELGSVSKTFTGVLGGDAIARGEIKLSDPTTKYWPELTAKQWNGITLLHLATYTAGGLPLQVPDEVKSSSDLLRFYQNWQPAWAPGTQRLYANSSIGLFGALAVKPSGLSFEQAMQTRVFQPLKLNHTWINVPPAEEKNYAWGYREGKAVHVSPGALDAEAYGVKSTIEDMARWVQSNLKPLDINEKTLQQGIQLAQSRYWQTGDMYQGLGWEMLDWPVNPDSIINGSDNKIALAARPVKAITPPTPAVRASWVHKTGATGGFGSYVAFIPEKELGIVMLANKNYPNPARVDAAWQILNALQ
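E. coli AmpC (5.3 nM) in 20 mM phosphate pH 7.0 with 0.01% Triton X-100, preincubated 15 min RT with compound; nitrocefin (2 uL of 800 uM stock) hydrolysis followed by 480 nm absorbance every 20 s over 4 min.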
Starred values were filed as active, the others as inactive; [ ] = remark or other dose. On the % scale 0 is the no-effect control and ±100 the full control effect; potency means the concentration at half of the fitted maximal effect.

Nc1nc(CSc2nc3ccccc3s2)nc(N2CCCCC2)n1 was read as AmpC inh det -5%.
For C=C(C)COc1ccc2c(C)c(C)c(=O)oc2c1OCC(=C)C the results were AmpC inh det 3%.
c1ccc(CNc2ncnc3c2cnn3-c2ccccc2)cc1 was read as AmpC inh det -6%.
`O=C(NC1c2ccccc2-c2ccccc21)N1CCCCC1` gave AmpC inh det -1%.
For CC1(C(=O)NC2CCCC2)CCC(=O)N1Cc1ccc2c(c1)OCO2 (configuration not stated) the results were AmpC inh det -1%.
`CC1=C(C(=O)OCc2ccc3c(c2)OCO3)C(c2ccc(Cl)cc2)NC(=O)N1` (configuration not stated) gave AmpC inh det 9%.
`O=C(Nc1ccc2c(c1)nc1n2CCCCC1)c1cc(S(=O)(=O)N2CCOCC2)ccc1Cl` gave AmpC inh det 14%.
`O=C(Cn1c(=O)oc2ccccc21)N1CCN(c2ccc(N3CCOCC3)nn2)CC1` gave AmpC inh det 12%.
For O=c1[nH]c(=O)n(CCC2=CCCCC2)c(O)c1C=NCc1cccnc1 the results were AmpC inh det 3%.
For Cc1cccc(OCCC(=O)OCC(=O)N2CCc3ccccc32)c1 the results were AmpC inh det -2%.
Screening COc1ccc(Cl)cc1C(=O)Nc1ccccc1N1CCN(C(=O)C(C)C)CC1 returned AmpC inh det 0%.
N#CC(C#N)=c1ccc2c(c1)N1C3=C(CCCC3)CC3CCCCC31N=2 (configuration not stated) was read as AmpC inh det -1%.
`Cc1ccc(-c2nnn(CC(=O)N(CCO)C(C(=O)NC(C)(C)C)c3ccncc3)n2)cc1` (configuration not stated) gave AmpC inh det 12%.
For Cc1cc2c(C(C)C)c(O)c(O)c(C=O)c2c(O)c1-c1c(C)cc2c(C(C)C)c(O)c(O)c(C=O)c2c1O the results were AmpC inh det -1%.
Cc1ccc(CNC(=O)C2CCN(S(=O)(=O)c3c(C)noc3C)CC2)cc1 was read as AmpC inh det -2%.
Screening COCC(=O)N1CCC2(CC1)CN(c1ccccn1)C2 returned AmpC inh det 8%.
`N#CCSc1nnc2ccc3ccccc3n12` gave AmpC inh det -5%.
For Nc1nonc1-c1noc(CCCOc2ccc(Cl)cc2Cl)n1 the results were AmpC inh det -2%.
Cc1cc(N)n(-c2ccccc2)n1 was read as AmpC inh det -3%.
Screening COc1cc(OC)c(C2CC(=O)N3CN(c4ccccc4)CSC3=C2C#N)cc1OC (configuration not stated) returned AmpC inh det 1%.

7 entries picked at random from the list so far, as already listed:
`CC1=C(C(=O)OCc2ccc3c(c2)OCO3)C(c2ccc(Cl)cc2)NC(=O)N1` (configuration not stated) gave AmpC inh det 9%.
Cc1ccc(CNC(=O)C2CCN(S(=O)(=O)c3c(C)noc3C)CC2)cc1 was read as AmpC inh det -2%.
For Nc1nonc1-c1noc(CCCOc2ccc(Cl)cc2Cl)n1 the results were AmpC inh det -2%.
Screening COc1cc(OC)c(C2CC(=O)N3CN(c4ccccc4)CSC3=C2C#N)cc1OC (configuration not stated) returned AmpC inh det 1%.
c1ccc(CNc2ncnc3c2cnn3-c2ccccc2)cc1 was read as AmpC inh det -6%.
`O=C(NC1c2ccccc2-c2ccccc21)N1CCCCC1` gave AmpC inh det -1%.
Screening COCC(=O)N1CCC2(CC1)CN(c1ccccn1)C2 returned AmpC inh det 8%.

Additional records
CC(C)CC(C(=O)NCc1ccccn1)N1C(=O)c2ccccc2C1=O (configuration not stated) was read as AmpC inh det 13%.
COc1ccccc1-c1nc(SCc2ccccn2)n[nH]1 was read as AmpC inh det 1%.
CS(=O)(=O)NCCOc1ccc(S(=O)(=O)N2CCCc3ccccc32)cc1 was read as AmpC inh det -2%.
For CN1c2cccc3cccc(c23)N(C)C1(C)C the results were AmpC inh det 2%.
For O=c1[nH][nH]c(=O)c2cc([N+](=O)[O-])ccc12 the results were AmpC inh det 15%.
COc1ccccc1N1CCN(Cc2nnnn2CCc2ccccc2)CC1 was read as AmpC inh det 7%.
`OCCN1CCN(Cc2cccc(Oc3ccc(Cl)cc3)c2)CC1` gave AmpC inh det 8%.
`Cc1ccc(N2C(=O)NC3(CCCCC3)C2=O)cc1` gave AmpC inh det 6%.
Screening Cc1oc2c(CN(C)C)c(O)ccc2c(=O)c1-c1ccc2ccccc2n1 returned AmpC inh det 5%.
CN(C)c1nc(-c2cccnc2)nc2ccccc12 was read as AmpC inh det -2%.
Screening CCN(CC(=O)NCCc1ccc(S(N)(=O)=O)cc1)Cc1nc2ccccc2c(=O)[nH]1 returned AmpC inh det -4%.
Screening CC1CCN(CCC(=O)Nc2ccc(Br)cc2)CC1 returned AmpC inh det 8%.
For O=C(NCc1ccco1)c1cc(-c2cccnc2)nc2ccc(Cl)cc12 the results were AmpC inh det -4%.
`O=C(CN1C(=O)c2ccccc2S1(=O)=O)Nc1ccc(S(=O)(=O)N2CCCCCC2)cc1` gave AmpC inh det -10%.
For Cc1ccccc1NS(=O)(=O)c1cccc(-c2nnc(-c3ccccc3)o2)c1 the results were AmpC inh det 4%.
Screening CCN(CC)S(=O)(=O)c1ccc(NC(=O)CN(c2ccc(OC)cc2OC)S(C)(=O)=O)cc1 returned AmpC inh det -3%.
`COc1ccccc1N1CCN(C(CNS(=O)(=O)c2cc(F)ccc2F)c2cccnc2)CC1` (configuration not stated) gave AmpC inh det -4%.
Screening COc1ccc(Cn2nnnc2C(c2ccc(C)cc2)N2CCN(C3CCCC3)CC2)cc1 (configuration not stated) returned AmpC inh det 7%.
CCCCN(C)Cc1c(C)[nH]c2ccc(OCC)cc2c1=O was read as AmpC inh det 16%.
O=C(Cn1nc(-c2ccc3c(c2)OCCO3)ccc1=O)Nc1ccc(N2CCOCC2)cc1 was read as AmpC inh det -2%.
`COc1ccc(S(=O)(=O)N2CCN(c3nc4ccccc4nc3-n3nc(C)cc3C)CC2)cc1` gave AmpC inh det -4%.
O=C(O)c1ccc(N2C(=O)CC(Cc3ccccc3)C2=O)cc1 (configuration not stated) was read as AmpC inh det 6%.
Cc1ncsc1CCSc1nc2ccccc2c(=O)n1C was read as AmpC inh det 0%.
`CC(C)c1ccc(NC(=O)C(c2ccccc2)N2CCN(C=O)CC2)cc1` (configuration not stated) gave AmpC inh det 2%.
CCOC(=O)c1ccccc1NC(=O)Cn1c(-c2nonc2N)nc2ccccc21 was read as AmpC inh det -6%.
Screening O=C(c1cccc(F)c1)N1CCC[C@@]2(CCN(C(c3ccccc3)c3ccccc3)C2)C1 returned AmpC inh det 15%.
For O=c1cc(CSc2nnc(-c3cccs3)n2Cc2ccccc2)nc2sc3ccccc3n12 the results were AmpC inh det -2%.
For Cc1nc2c(-c3ccccc3)c(C)nn2c(C)c1CCC(=O)O the results were AmpC inh det 17%.
For Cc1ccccc1-n1c(=O)cc(N2CCC3(CC2)OCCO3)[nH]c1=O the results were AmpC inh det -2%.
COc1ccc(-c2cn3c(n2)CCC3)cc1 was read as AmpC inh det 0%.
`COc1cc(OC)cc(C(=O)NCc2n[nH]c(=S)n2-c2ccccc2)c1` gave AmpC inh det -1%.
Screening CCOC(=O)N1CCN(C(=O)CN(Cc2ccccc2)S(C)(=O)=O)CC1 returned AmpC inh det 0%.
`CCc1cc(C(=O)N2CCOCC2)c(NC2=NS(=O)(=O)c3ccccc32)s1` gave AmpC inh det -10%.
CC1(C)CO[C@H](CC(=O)O)CN1 was read as AmpC inh det -3%.
COc1ccc(N2CCN(C(=O)c3ccc(NS(=O)(=O)c4ccccc4)cc3)CC2)cc1 was read as AmpC inh det 1%.
Screening CN(C)C(=O)c1ccc(-c2nc(Nc3ccc(F)cc3)c3ccccc3n2)cc1 returned AmpC inh det 5%.
O=c1c(-c2cccs2)nc2cnc(N3CCOCC3)nc2n1CCc1ccccc1 was read as AmpC inh det 0%.
Screening COc1cccc2cc(C(=O)Nc3cccnc3N3CCOCC3)c(=O)oc12 returned AmpC inh det 0%.
O=C(O)c1cc2cc(Cl)cc(Cl)c2oc1=O was read as AmpC inh det -1%.
Screening Cc1ccc(C(=O)O)cc1 returned AmpC inh det 10%.
Screening O=C(O)C1CC(=O)N(C2CCCCCC2)C1 (configuration not stated) returned AmpC inh det -3%.
Screening COc1ccc(-c2nnn(CC(=O)N(CC(=O)NCCC(C)C)c3ccccc3)n2)cc1OC returned AmpC inh det 11%.
Screening Cc1nnc(SCC(=O)c2ccc(S(=O)(=O)N3CCOCC3)cc2)n1-c1ccccc1 returned AmpC inh det -4%.
Screening COc1ccccc1CNc1ccnc(-c2c(C)noc2C)n1 returned AmpC inh det 5%.
For NC(Cc1ccccc1)=NCC(=O)O the results were AmpC inh det -2%[5.75 µM].
CCOc1ccccc1C1C(C(=O)OC)=C(N)OC2=C1C(=O)CCC2 (configuration not stated) was read as AmpC inh det -1%.
`Cc1cccc(CNc2ncnc3ccc(-c4ccccc4CN(C)C)cc23)c1` gave AmpC inh det 5%.
Screening CC(=O)Nc1ccc(S(=O)(=O)N2CCSC2c2ccc(Cl)cc2)cc1 (configuration not stated) returned AmpC inh det -3%.
Screening Cc1cc(=O)[nH]c(S/C=C/c2ccccc2)n1 returned AmpC inh det -2%.
Screening CC(C)CCN1CC(C(=O)NCc2ccc(F)cc2)CC1=O (configuration not stated) returned AmpC inh det 10%.
`Cc1cccc(NC(=O)Cn2cnc3c(cnn3-c3ccc(F)cc3)c2=O)c1C` gave AmpC inh det 12%.
`CS(=O)(=O)Nc1ccc(C(=O)NCC2CCCO2)cc1` (configuration not stated) gave AmpC inh det -3%.
COCCn1c(N2CCN(c3ccc(OC)cc3)CC2)nc2c1c(=O)n(C)c(=O)n2C was read as AmpC inh det -3%.
O=C(CSc1nc(-c2ccncc2)nn1CC(=O)N1CCCCC1)NC1CCCC1 was read as AmpC inh det 18%.
For O=S(=O)(c1cc(Cl)ccc1Cl)N1CCCCC1 the results were AmpC inh det 12%.
O=C(O)C1C2C=CC(C2)C1C(=O)NC1CCS(=O)(=O)C1 (configuration not stated) was read as AmpC inh det 7%.
C[C@@H](C(=O)NCCc1c[nH]c2ccccc12)[C@@H]1C[C@@]1(C)[C@@H](NC(=O)OCc1ccccc1)c1ccccc1 was read as AmpC inh det 0%.
`COc1ccc(N2CCN(c3nc(NC(C)(C)C)nc(N4CCCCC4)n3)CC2)cc1` gave AmpC inh det -3%.
For CCOc1ccccc1N(CC(=O)O)S(=O)(=O)c1ccccc1 the results were AmpC inh det -1%.
Screening Cn1c(CNC(=O)C(C)(C)C)nc2ccccc21 returned AmpC inh det -2%.
`O=C(CN1CCOCC1)Nc1c2c(nc3ccccc13)N(Cc1ccccc1)CC2` gave AmpC inh det -3%.
`COc1ccc(C(=O)OC2C[C@H]3CC[C@@H](C2)N3C)cc1OC` (some centres not stated) gave AmpC inh det -3%[12.8 µM].
CCOC(=O)N1CCC(NC(=O)C2=C(C)C(=O)OC23CCC(C)CC3)CC1 (configuration not stated) was read as AmpC inh det -3%.
For CCOC(=O)c1cc2sccc2n1CC(=O)c1ccc2c(c1)OCCO2 the results were AmpC inh det 2%.
Screening CCOc1cc(C#N)c(NC(=O)CSc2nnnn2-c2ccc(OC)cc2)cc1OCC returned AmpC inh det 6%.
Screening O=C(NCc1ccco1)c1cc(S(=O)(=O)N2CCOCC2)c(Cl)cc1Cl returned AmpC inh det 2%.
For CCN(CC)C(=O)CSc1ncnc2c(-c3cccs3)nsc12 the results were AmpC inh det 0%.
For Cc1cc(=O)n(C)c(=O)n1CCCCCN1CCCC1 the results were AmpC inh det 1%.
`O=C(O)CC(NS(=O)(=O)c1cccc2nsnc12)c1ccc(F)cc1` (configuration not stated) gave AmpC inh det -1%.
COc1ccc(N(CC(=O)N2CCCC(C)C2)S(=O)(=O)c2c(C)nn(C)c2C)cc1 (configuration not stated) was read as AmpC inh det 11%.
For Cc1ccc(Cn2ncc3c(N4CCN(c5ccccc5C)CC4)ncnc32)cc1 the results were AmpC inh det 16%.
O=C(CSc1ccc2nnc(-c3ccncc3)n2n1)Nc1ccc2c(c1)OCCO2 was read as AmpC inh det 8%.
O=C1C2C(C(=O)N1CC1CCCO1)C1C=CC2C12CC2 (configuration not stated) was read as AmpC inh det -3%.
CCCCCC(=O)N(CN1C(=O)CCC1=O)c1ccccc1 was read as AmpC inh det -1%.
Screening Cn1cc(-c2nc3cnc(Oc4ccccc4)nc3n(C3CC3)c2=O)c2ccccc21 returned AmpC inh det 1%.
`CC1(C)Cc2nc3sc4c(=O)[nH]cnc4c3cc2CS1` gave AmpC inh det -4%.
For Cc1[nH]cnc1CSCCN the results were AmpC inh det 0%.
COc1ccccc1NC(=O)c1oc2ccc(C)cc2c1C was read as AmpC inh det 4%.
Screening CCOC(=O)CSc1nc2c(sc3ccccc32)c(=O)n1CCCN1CCOCC1 returned AmpC inh det -2%.
Cc1nnc(SCC(=O)Nc2ncc3c(n2)CCCC3=O)s1 was read as AmpC inh det -3%.
COc1ccccc1-c1cncnc1NCCN1CCOCC1 was read as AmpC inh det 8%.
`Cn1c(CCN2CCCCC2)nc2cc(NS(=O)(=O)c3ccc(F)cc3)ccc21` gave AmpC inh det -3%.
For CC(C)=CC(=O)Nc1ccccc1Br the results were AmpC inh det -1%.
Screening COc1ccc2c(c1)c1c(n2C(C)=O)C(OC(C)=O)=NCC1 returned AmpC inh det -2%.

A draw from above in order of formula weight, largest number first.
`Cn1c(CCN2CCCCC2)nc2cc(NS(=O)(=O)c3ccc(F)cc3)ccc21` gave AmpC inh det -3%.
COc1ccccc1-c1cncnc1NCCN1CCOCC1 was read as AmpC inh det 8%.
Screening COc1ccc2c(c1)c1c(n2C(C)=O)C(OC(C)=O)=NCC1 returned AmpC inh det -2%.
For CC(C)=CC(=O)Nc1ccccc1Br the results were AmpC inh det -1%.

Screening results from PubChem BioAssay.

A portion of the library; count on the stated rates, not on these rows.
